# Bioassay records deposited in PubChem BioAssay by several laboratories.
# PPARg SRC-2 ag: promotes SRC-2 coactivator recruitment by human PPARgamma | PPARgamma LBD-SRC-2 recruitment, biochemical | activation, % at 8 µM | 0.34% of 200,000 active; in the data active = activation above about 22%;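 also: 0% = vehicle and 100% = reference agonist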
# Target sequence (P37231 whole entry, looked up, the tested form may be a part): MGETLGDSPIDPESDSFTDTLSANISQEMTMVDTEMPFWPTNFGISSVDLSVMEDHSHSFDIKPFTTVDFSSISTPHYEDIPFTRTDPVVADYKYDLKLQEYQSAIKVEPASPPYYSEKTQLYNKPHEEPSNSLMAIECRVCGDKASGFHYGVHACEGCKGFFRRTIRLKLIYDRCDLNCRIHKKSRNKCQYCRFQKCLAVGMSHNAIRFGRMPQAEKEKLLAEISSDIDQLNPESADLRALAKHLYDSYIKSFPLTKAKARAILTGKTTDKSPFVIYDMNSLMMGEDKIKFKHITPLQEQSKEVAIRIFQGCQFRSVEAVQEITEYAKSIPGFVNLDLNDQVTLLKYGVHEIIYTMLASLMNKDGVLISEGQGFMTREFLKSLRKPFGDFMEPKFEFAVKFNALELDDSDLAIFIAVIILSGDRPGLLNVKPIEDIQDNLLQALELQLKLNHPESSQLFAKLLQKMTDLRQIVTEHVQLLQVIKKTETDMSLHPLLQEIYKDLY
# Lmaj promast: inhibitors of Leishmania major promastigote growth; 9% of 200,000 active; Leishmania major promastigotes, resazurin fluorescence viability; AID 1063; inhibition, % at 10 µM; in the data active = inhibition above about 50%;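 also: promastigotes grown with compound for 44 hours at 28 °C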
# TR-FRET SRC-2 ct: flags TR-FRET format artefacts in PPARgamma SRC-2 recruitment agonist screen; TR-FRET ratio at 8 µM; 0.4% of 200,000 active; TR-FRET artefact counter-screen; active compounds read high; in the data active = TR-FRET ratio above about 2000; also: inactives centre near 1500; reference of the scale not given here
# PPARg SRC3 recr: agonists of human PPARgamma SRC-3 coactivator recruitment; P37231; biochemical PPARgamma/SRC-3 coactivator recruitment assay; activation, % at 8 µM; 0.26% of 200,000 active; AID 731; in the data active = activation above about 23%;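 also: 0% = DMSO and 100% = reference agonist; some compounds past the cut are filed as inactive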
# S1P3 antag: antagonists of human S1P3 receptor; CHO S1P3 NFAT-BLA reporter, FRET fluorescence, antagonist mode; inhibition, % at 4.98 µM; 0.27% of 170,000 active; AID 485;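 active = inhibition above the plate cutoff, the mean inhibition of test wells on that plate plus 3 SD, cut at about 28% in these data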;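 also: cells challenged with S1P at its EC80 of 0.8 µM; blue over green emission ratio from cleaved BLA substrate after 4 h stimulation; 0% = S1P-stimulated wells and 100% = unstimulated DMSO-only wells; some compounds past the cut are filed as inactive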
# Target sequence (Q99500 whole entry, looked up): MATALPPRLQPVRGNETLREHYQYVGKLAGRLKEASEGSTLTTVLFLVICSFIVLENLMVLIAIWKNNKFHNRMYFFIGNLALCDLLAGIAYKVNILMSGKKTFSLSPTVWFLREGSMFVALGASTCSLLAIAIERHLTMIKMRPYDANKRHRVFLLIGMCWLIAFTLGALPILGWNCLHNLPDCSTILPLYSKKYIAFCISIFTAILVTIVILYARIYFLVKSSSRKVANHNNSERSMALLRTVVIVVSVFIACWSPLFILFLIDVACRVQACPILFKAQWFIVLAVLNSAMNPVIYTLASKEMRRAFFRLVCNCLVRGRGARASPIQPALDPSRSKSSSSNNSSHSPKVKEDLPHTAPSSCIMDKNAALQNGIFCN
# DTT redox prof: compounds producing H2O2 with reducing agent – biochemical, NIH compound library profiling, artefact control for MLSCN library redox annotation, primary screen; DTT-dependent redox cycling H2O2, phenol red/HRP absorbance; 100% = 100 µM peroxide control, 0% = buffer; activation, % at 10 µM; 0.03% of 200,000 active; AID 878;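 active = activation of at least 50% relative to the plate's high and low controls in the primary single-dose screen; inactive = activation below 50%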;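 also: compound incubated with DTT at 0.8 mM final as the reducing agent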
# Efa HMGR inh: inhibitors of class II HMG-CoA reductase from Enterococcus faecalis. purified E. faecalis HMGR, NADPH absorbance 340 nm kinetic. inhibition, % at 10 µM. 0.41% of 190,000 active;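 active = inhibition above a set limit, the median over all tested compounds plus 3 SD, cut at about 9.5% in these data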;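 also: enzyme runs in reverse so mevalonate oxidation gives rising NADPH absorbance; 0% = complete reaction with DMSO and 100% = background rate lacking mevalonate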
# PPARg SRC-1 ag: agonists of human PPARgamma SRC-1 coactivator recruitment. P37231. PPARgamma-SRC-1 coactivator recruitment biochemical assay. activation, % at 8 µM. 0.41% of 200,000 active; in the data active = activation above about 19%;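 also: 0% = DMSO and 100% = reference agonist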
# RAM network inh: blocks the yeast RAM network; inhibition, % at 50 µM; 1.8% of 190,000 active; S. cerevisiae dse1pr::URA3 reporter, 5-FOA growth OD615, 2 d; analog-sensitive cbk1-as2 kinase mutant strain;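 active = inhibition above a set limit, 3 SD over mean compound inhibition, cut at about 8.4% in these data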;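 also: 0% = DMSO-only wells with no growth and 100% = 10 µM 1-NA-PP1 full growth; inhibition rescues growth on 5-FOA so higher OD means more RAM inhibition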
# ROMK mod: human ROMK K+ channel modulation, primary screen. 2% of 130,000 active. P48048. AID 1918. B-score at 10 µM. Tet-inducible ROMK, thallium flux fluorescence; actives lie on both sides;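 active = signal ratio slope over the read window, or its plate-corrected B-score, at least 3 SD from the plate mean, either direction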;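 also: B-score of the F/F0 ratio slope over 7 to 12 s after thallium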
# bIAP inhibitor: blocks bovine intestinal alkaline phosphatase activity | purified bovine IAP, CDP-star luminescence, 30 min | inhibition, % at 20 µM | 190,000 tested, under 10 active;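 active = over 50% inhibition of intestinal alkaline phosphatase at 20 µM in the single-dose screen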
#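 Assay system: bovine IAP enzyme; medium: DEA buffer 100 mM, pH 9.8, with MgCl2 1.0 mM, ZnCl2 0.02 mM; doses: 20 µM single dose; incubation: enzyme reaction for 30 min at room temperature; detection: CDP-star luminescence signal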
# * marks the source's active call; other numbers are inactive results; x = no result given.
SMILES,PPARg SRC-2 ag,Lmaj promast,TR-FRET SRC-2 ct,PPARg SRC3 recr,S1P3 antag,DTT redox prof,Efa HMGR inh,PPARg SRC-1 ag,RAM network inh,ROMK mod,bIAP inhibitor
Cc1csc(NC(=O)Nc2ccc(Cl)cc2)n1,0,-4,1454,-3,10,0.0,1,-1,4.7,1.8,-2
O=C1CCC(=O)N1CNc1cccnc1,-3,14,1478,-7,6,-0.7,-5,-13,0.8,x,8
COc1cccc(OC)c1C(=O)Nn1c(-c2cccc(C)c2)nc2ccccc2c1=O,-6,0,1496,0,3,1.0,-1,-1,3.5,-0.02,4
CC(N=C1CC(C)(C)CC(=O)/C1=C(/O)CCCN1C(=O)c2ccccc2C1=O)C(=O)O (stereo not drawn),2,-4,1635,-4,-11,-0.3,-1,6,-0.9,1.2,0
O=C(Cc1cccs1)N1CCN(c2cccc(Cl)c2)CC1,7,13,1545,0,-4,-0.4,1,4,1.5,2.5,8
COc1cc(C(c2c(C)[nH][nH]c2=O)c2c(C)[nH][nH]c2=O)ccc1OC(C)C,-3,27,1506,0,-10,-0.1,-7,3,0.6,x,4
C=CC[n+]1c(-c2ccc(OCC)cc2)csc1NNC(=O)Nc1ccccc1,-5,-2,1362,-6,x,-0.2,-1,-4,1.1,-1.2,11
COc1ccc(NC(=O)C2c3cc(OC)c(OC)cc3C(=O)N(C)C2c2cccnc2)cc1OC (stereo not drawn),-3,-7,1610,8,x,-0.3,-6,3,0.3,0.52,-11
S=C(NCC1CCCO1)Nc1cccc(Cl)c1 (stereo not drawn),5,7,1591,3,0,-0.6,-2,-2,2.2,-1.5,2
O=C(O)CCC(=O)NNc1ncnc2ccccc12,-1,-1,1494,7,6,-0.4,0,7,0.8,0.76,-10
COc1ccc(OC)c(-c2nnc(SCC(=O)N3CCOCC3)o2)c1,3,0,1210,-7,-14,-0.3,-1,-3,1.1,x,-2
O=C(CCSc1nc(-c2ccc3c(c2)OCO3)cc(C(F)(F)F)n1)NCc1ccco1,-2,-2,1334,6,4,-0.6,2,-5,9.7*,x,7

# 3 entries from above, sorted by their value in S1P3 antag, ascending.
smiles,PPARg SRC-2 ag,PPARg SRC3 recr,S1P3 antag,DTT redox prof,Efa HMGR inh,PPARg SRC-1 ag,RAM network inh,ROMK mod,bIAP inhibitor
O=C(Cc1cccs1)N1CCN(c2cccc(Cl)c2)CC1,7,0,-4,-0.4,1,4,1.5,2.5,8
S=C(NCC1CCCO1)Nc1cccc(Cl)c1 (stereo not drawn),5,3,0,-0.6,-2,-2,2.2,-1.5,2
COc1cccc(OC)c1C(=O)Nn1c(-c2cccc(C)c2)nc2ccccc2c1=O,-6,0,3,1.0,-1,-1,3.5,-0.02,4

# More results follow.
SMILES,PPARg SRC-2 ag,Lmaj promast,TR-FRET SRC-2 ct,PPARg SRC3 recr,S1P3 antag,DTT redox prof,Efa HMGR inh,PPARg SRC-1 ag,RAM network inh,ROMK mod,bIAP inhibitor
Cc1sc2nc(CSc3ccccc3)nc(N3CCC(C(N)=O)CC3)c2c1C,-9,70*,1598,-6,2,-0.3,-1,-1,0.7,-1.6,-2
CC(C)N1C(=O)S/C(=C/c2ccccc2OCc2ccc(C(=O)O)cc2)C1=O,12,-10,1754,7,4,-0.2,7,6,5.1,-1.6,-6
O=c1[nH]c(CN2CCCC2)nc2sc3c(c12)CCC3,3,5,1670,-3,-10,-0.5,-4,-1,0.2,-0.072,-4
Cc1nn(-c2ccccc2)c2sc(C(=O)N(CC(=O)NC3CCCC3)Cc3ccco3)cc12,5,36,1523,-4,-8,1.7,-2,11,2.5,x,6
COc1cccc(/C=C/C(=O)NCc2cn3cc(Cl)ccc3n2)c1,-6,5,1311,2,-9,0.9,-1,15,2.9,0.92,1
CCN1C(=O)C(CC(=O)NC2CCCCC2)N(CC)C1=O (stereo not drawn),4,-4,1683,-1,-6,-2.6,0,0,2.2,x,-1
COc1cc2ccccc2cc1C(=O)NC(=S)Nc1nnn(C)n1,-3,-4,1336,-2,-5,-0.1,-3,3,5.5,-0.91,2
O=C1NC(=Nc2cccc(Cl)c2)SC1Cc1cccc(Cl)c1Cl (stereo not drawn),0,-9,1572,12,x,-5.1,0,-4,5.2,-0.19,1
COc1ccc2c(=O)c(-c3ccccc3)coc2c1,-3,-6,1468,-2,-2,-0.1,-3,0,0.5,-0.59,-1
O=C(O)c1ccc2c(=O)n3c(nc2c1)/C(=C/c1cccc(Cl)c1Cl)CCCC3,2,30,1445,1,1,-0.1,-2,-6,3.8,0.62,-6
Cc1ccc(S(=O)(=O)N(CC(=O)Nc2ccc(Cl)c([N+](=O)[O-])c2)C2CCCCC2)cc1,6,28,1548,3,7,2.2,-6,2,0.5,x,0
Cc1onc(-c2c(Cl)cccc2Cl)c1C(=O)N1CCc2ccccc21,6,14,1544,5,18,2.2,-2,0,2.5,x,8
COc1ccc(-c2oc(/N=C/N3CCCC3)c(C#N)c2-c2ccc(OC)cc2)cc1,-3,17,1607,-3,x,0.4,4,2,5.3,0.72,-3
O=C(Nc1ccc(Cl)cc1-c1nc2ccccc2s1)c1ccco1,8,-1,1677,4,x,2.5,-3,9,5.6,x,3
Cc1cc(Nc2ccccc2F)n2ncnc2n1,-4,-8,1479,1,-7,0.1,0,1,-0.7,x,-6
COc1cccc(NC(=O)C(=O)N2CCOCC2)c1,5,-2,1351,-11,x,0.2,-2,2,0.4,-0.0092,4
O=C(CSc1ncnc2ccccc12)NCc1ccco1,3,4,1415,4,28,3.2,-2,-1,0.0,x,10
CP(C)(=O)CCP(=O)(c1ccccc1)c1ccccc1,-3,-5,1566,1,-13,0.1,2,0,0.5,x,17
COc1cccc(C(=O)OCC(=O)Nc2cc(C)c(C)cc2[N+](=O)[O-])c1,4,2,1611,-4,-14,0.0,0,-2,3.8,0.91,-10
O=S(=O)(NCc1ccc(Cl)cc1)c1ccc(Cl)nc1,4,-3,1773,7,x,2.0,-5,4,0.1,x,1
COc1ccccc1N(CC(=O)Nc1ccccc1C(=O)NC(C)C)S(C)(=O)=O,-4,6,1495,5,-42,-3.8,-10,10,1.4,-0.03,12
CCCC(=O)Nc1ccc2c(c1)COC2=O,-4,-6,1657,-1,-13,-0.2,1,-2,-0.2,x,0
C[C@H](NC(=O)c1ccccc1Cl)C(=O)OCCOc1cccc(Cl)c1,-1,-6,1634,-2,-2,-0.1,-3,-7,0.0,0.024,0
CC(=O)N1CCN(c2ccc(S(=O)(=O)NCCN(C(C)C)C(C)C)cc2[N+](=O)[O-])CC1,3,-2,1510,3,8,0.0,0,7,-0.1,0.24,-7
Cc1c(OCC(F)(F)F)ccnc1CSc1nc2ccccc2[nH]1,18,5,1660,3,x,0.0,-5,10,2.4,x,-21
O=C(Cn1cnc2ccccc21)Nc1ccc(C(=O)O)cc1,2,-2,1563,3,x,0.0,-2,-1,1.3,0.41,12
CCOC(=O)c1ccccc1NC(=O)CSc1nccn1C,3,-1,1538,3,x,0.3,3,9,0.1,x,-13
Cc1ccc(C(=O)Nc2ncc3c(n2)CC(c2ccco2)CC3=O)cc1 (stereo not drawn),1,-4,1760,9,-17,2.1,-4,4,2.1,1.6,8
COc1ccc(NC(=O)c2ccc(C)cc2Cl)c([N+](=O)[O-])c1,3,-4,1518,5,x,2.6,5,3,4.2,x,11
Cc1ccc(CC(=O)N2CCOCC2)cc1,3,-3,1664,8,x,-0.1,-2,8,0.7,0.29,7
CCc1cc2cc3c(cc2nc1SCC(=O)Nc1nccs1)OCO3,1,1,1401,9,x,-5.8,-8,12,4.3,x,-3
CCCc1nc2sc3c(=O)n(N)cnc3c2c2c1CCCC2,3,33,1499,0,-12,0.7,-1,6,2.1,0.32,-34
CS(=O)(=O)N1CCc2cc(S(=O)(=O)N3CCN(Cc4ccc5c(c4)OCO5)CC3)ccc21,18,89*,1518,6,-50,0.8,-3,-1,1.4,-0.26,-6
C/C(Cl)=C/CSc1nnc2n(N)c(=O)c3ccccc3n12,-6,-1,1684,-4,x,-3.4,3,0,0.1,x,7
Cc1ccc(SCCNC(=O)c2ccc(C)c(S(=O)(=O)Nc3cccc(C)c3)c2)cc1,15,78*,1476,14,x,1.2,-2,6,16*,1.2,8
Cc1cccc(NC(=O)Cn2cc([N+](=O)[O-])cn2)n1,2,-5,1565,3,-4,-0.1,-1,1,1.6,0.037,-10

# Some of the entries so far, as tab-separated lines:
SMILES	PPARg SRC-2 ag	Lmaj promast	TR-FRET SRC-2 ct	PPARg SRC3 recr	S1P3 antag	DTT redox prof	Efa HMGR inh	PPARg SRC-1 ag	RAM network inh	ROMK mod	bIAP inhibitor
C/C(Cl)=C/CSc1nnc2n(N)c(=O)c3ccccc3n12	-6	-1	1684	-4	x	-3.4	3	0	0.1	x	7
Cc1ccc(SCCNC(=O)c2ccc(C)c(S(=O)(=O)Nc3cccc(C)c3)c2)cc1	15	78*	1476	14	x	1.2	-2	6	16*	1.2	8

# The list continues.
SMILES,PPARg SRC-2 ag,Lmaj promast,TR-FRET SRC-2 ct,PPARg SRC3 recr,S1P3 antag,DTT redox prof,Efa HMGR inh,PPARg SRC-1 ag,RAM network inh,ROMK mod,bIAP inhibitor
CCOC(=O)c1cc2c(n(-c3ccc(Cl)cc3)c1=O)CCCC2=O,0,16,1582,0,-9,-0.3,-6,5,-1.4,0.012,3
NC(N)=N/N=C/c1ccc(Br)cc1,-1,100*,1681,5,-6,0.7,-3,10,0.3,-1,6
CC(C)(C)C(=O)Cn1c(=N)n(Cc2ccccc2Cl)c2ccccc21,6,100*,1651,7,x,0.2,2,0,1.7,-2.3,6
CCN1CCN(c2cc(=O)n(Cc3ccc(F)cc3)c(=O)[nH]2)CC1,-7,2,1445,-6,-17,-0.1,-3,-2,1.1,-0.25,-21
Cc1cc(C)cc(OCC(=O)NNC(=O)CN2C(=O)c3ccccc3C2=O)c1,-4,-2,1743,-3,-17,0.0,-4,-4,3.5,x,-6
O=C(Nc1ncnc2sc3c(c12)CCCC3)c1ccncc1,5,0,1586,4,-1,0.0,-3,-1,3.3,0.84,-15
Cc1ccccc1NC(=O)c1nc[nH]c1C(=O)NCc1ccccc1,3,16,1338,2,-8,0.1,0,7,1.9,x,10
CCCCOC(=O)CSc1nc2c(cc1C#N)C(=O)CC(C)(C)C2,4,-5,1470,3,6,2.2,0,-1,1.2,x,4
CN(C)CCCOC(=O)c1ccccc1,0,-3,1483,8,x,0.3,-3,6,1.2,x,3
COCc1c(C(=O)OCC(=O)N2c3ccccc3CC2C)oc2ccccc12 (stereo not drawn),7,-6,1711,-1,-3,1.9,0,9,1.1,-0.14,24

# Not a hit list; any-hit rate near 13%.
